High-throughput results deposited in PubChem by National Center for Advancing Translational Sciences (NCATS).
L3MBTL1 block: L3MBTL1 (human) inhibition. AlphaScreen L3MBTL1–H3K9me1 peptide binding. AID 485360. Potency, µM (doses to about 57.1 µM), for inactives: at the top dose activity, negative = inhibition, actives largely listed as inhibitors. 230,000 compounds, 0.66% hits; active means well fitted inhibition curve with a large enough effect; inconclusive means small, poorly fitted or top-dose-only effect; inactive means no such curve, though single readings can be large or run the other way; further: nearly all actives have a fitted effect of over 60% in size
Target sequence (Q9Y468 whole entry, looked up): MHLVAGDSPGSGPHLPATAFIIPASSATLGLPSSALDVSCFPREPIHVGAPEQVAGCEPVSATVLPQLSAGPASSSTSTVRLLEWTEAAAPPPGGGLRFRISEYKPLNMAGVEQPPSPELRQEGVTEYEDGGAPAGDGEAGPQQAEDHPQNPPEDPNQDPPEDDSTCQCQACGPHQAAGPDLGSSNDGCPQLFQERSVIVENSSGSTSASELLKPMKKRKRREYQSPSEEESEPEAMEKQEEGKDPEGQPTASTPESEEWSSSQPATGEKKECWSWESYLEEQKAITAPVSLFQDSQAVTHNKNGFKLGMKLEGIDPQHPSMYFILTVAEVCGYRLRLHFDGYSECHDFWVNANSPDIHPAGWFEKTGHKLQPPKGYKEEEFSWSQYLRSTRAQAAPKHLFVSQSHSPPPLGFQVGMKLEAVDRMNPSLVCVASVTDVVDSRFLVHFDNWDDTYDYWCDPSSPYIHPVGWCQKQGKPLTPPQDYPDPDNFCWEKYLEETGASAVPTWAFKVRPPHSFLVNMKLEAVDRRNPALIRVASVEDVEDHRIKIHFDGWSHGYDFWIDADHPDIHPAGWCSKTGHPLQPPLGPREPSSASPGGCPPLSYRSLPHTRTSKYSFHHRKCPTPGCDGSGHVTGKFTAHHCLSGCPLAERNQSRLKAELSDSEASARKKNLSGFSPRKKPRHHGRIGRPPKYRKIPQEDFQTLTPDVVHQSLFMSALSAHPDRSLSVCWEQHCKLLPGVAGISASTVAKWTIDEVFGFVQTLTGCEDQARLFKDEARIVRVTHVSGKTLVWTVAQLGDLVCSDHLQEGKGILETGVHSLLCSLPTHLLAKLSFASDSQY
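Displacement of a biotinylated histone H3(1-15) peptide monomethylated at Lys9 (75 nM) from L3MBTL1 (50 nM) was measured by AlphaScreen after a 30 min room-temperature compound incubation; cefsulodin titration served as intraplate control.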
* = called active by the depositor; ? = inconclusive; [ ] = another dose, or the depositor's remark. On the % scale 0 is the no-effect control and ±100 the full control effect; potency means the concentration at half of the fitted maximal effect. This is a subset. The share of hits here may be higher or lower than overall.

A first look, 4 compounds:
L3MBTL1 block,SMILES
3%,O=C(COc1cccc(C(F)(F)F)c1)Nc1ccccc1N1CCCCC1
0%,CCc1noc(C)c1C(=O)OC(C)C(=O)Nc1ccc(Cl)cn1 (configuration not stated)
-3%,COc1ccccc1-n1ccnc(SCC(=O)NCc2ccccc2)c1=O
-4%,NC(=O)c1ccc(CN2CCc3ccccc3C2)cc1

The whole of this part, repeating the preview:
L3MBTL1 block,SMILES
3%,O=C(COc1cccc(C(F)(F)F)c1)Nc1ccccc1N1CCCCC1
0%,CCc1noc(C)c1C(=O)OC(C)C(=O)Nc1ccc(Cl)cn1 (configuration not stated)
-3%,COc1ccccc1-n1ccnc(SCC(=O)NCc2ccccc2)c1=O
-4%,NC(=O)c1ccc(CN2CCc3ccccc3C2)cc1
3%,COc1ccc(/C=C/C(=O)OCC(=O)N2CCCCCC2)c(OC)c1
6%,CNC(=O)c1[nH]cnc1C(=O)NCC(=O)OC(C)(C)C
-1%,COc1ccccc1CNC(=O)c1cc(-c2ccccc2)n(Cc2cc(C)no2)n1
-3%,CC(=O)c1ccc(NC(=O)C(C)O/N=C(\N)c2ccccc2)cc1 (configuration not stated)
-1%,COC(=O)c1ccc(C(=O)N(C)C2CCCN(Cc3ccccc3F)C2)nc1 (configuration not stated)
1%,CC(=O)c1c(C)[nH]c(C(=O)OCc2nc3ccsc3c(=O)[nH]2)c1C
-11%,Cc1cccc(C(=O)OCC(=O)N(CC(C)C)c2c(N)n(Cc3ccccc3)c(=O)[nH]c2=O)c1C
?,COc1ccc(C(=O)OC(C)C(=O)NC2CCCc3ccccc32)cc1OC (configuration not stated)
-5%,C[C@@]12C(=O)Nc3ccc(Cl)cc3C(=O)N1[C@H]1c3cc(Cl)ccc3OC[C@@H]1[C@@H]2c1ccccc1
-8%,Fc1ccc(NC(=S)Nc2cccc3ccccc23)cc1
1%,COc1ccc(NC(=O)COc2coc(CN3CCCc4ccccc43)cc2=O)cc1
-6%,CCN(c1ccccc1)S(=O)(=O)c1ccc(C(=O)Nc2ccccn2)cc1
2%,Cc1cccc(NC(=O)CCN2CCCCC2)c1
4%,COc1ccc(C(=O)c2c3ccc(OC)cc3[n+]([O-])n2CCCC(N)=O)cc1
11%,COc1cccc(NC(=O)CN(C)C(C)C(=O)NC(C)c2ccc(Cl)cc2Cl)c1 (configuration not stated)
3%,Cc1ccc(C(=O)Nc2ccc(N3CCCCC3)cc2)cc1
12%,Cc1nc2ccc(NS(=O)(=O)c3ccc(F)c(F)c3)cc2s1
10%,COCCN(Cc1cn[nH]c1-c1ccc2cc(OC)ccc2c1)C(C)C
14%,CC1CCCC(NC(=O)CSc2ncccn2)C1C (configuration not stated)
0%,O=C(CN1CCN(Cc2ccccc2)CC1)NCCc1ccccc1
2%,Cc1noc(C)c1S(=O)(=O)Nc1ccc2c(c1)C(=O)N([C@H](C)CO)C[C@H](C)[C@@H](CN(C)S(=O)(=O)c1ccccc1)O2
1%,COc1ccc2c(CC(=O)NNC(=O)c3ccc(O)cc3)coc2c1
-6%,O=C(Nc1cccc(S(=O)(=O)Nc2ccc(SC(F)F)cc2)c1)C1CCC1
11%,Cc1nc(SCc2nc3c(O)cccc3[nH]2)c2oc3ccccc3c2n1
5%,COc1cc2ccccc2cc1C(=O)Nc1ccc(Br)cn1
6%,CCC(C)c1ccccc1N1CC(C(=O)N2CCN(S(=O)(=O)c3cccc([N+](=O)[O-])c3)CC2)CC1=O (configuration not stated)

Five records drawn at random from those above:
L3MBTL1 block,SMILES
14%,CC1CCCC(NC(=O)CSc2ncccn2)C1C (configuration not stated)
-5%,C[C@@]12C(=O)Nc3ccc(Cl)cc3C(=O)N1[C@H]1c3cc(Cl)ccc3OC[C@@H]1[C@@H]2c1ccccc1
0%,O=C(CN1CCN(Cc2ccccc2)CC1)NCCc1ccccc1
-1%,COC(=O)c1ccc(C(=O)N(C)C2CCCN(Cc3ccccc3F)C2)nc1 (configuration not stated)
6%,CCC(C)c1ccccc1N1CC(C(=O)N2CCN(S(=O)(=O)c3cccc([N+](=O)[O-])c3)CC2)CC1=O (configuration not stated)

New compounds follow
L3MBTL1 block,SMILES
-1%,COc1ccc(NC(=O)CN(C)C(=O)c2ccc(NS(=O)(=O)c3cccc([N+](=O)[O-])c3)cc2)cc1
0%,COc1ccc(NC(=O)CN(C)C(=O)c2cccc(S(=O)(=O)N3CCN(c4ccccc4)CC3)c2)cc1
1%,CC(NC(=O)COc1ccccc1)C(=O)N1CCN(c2ccc(F)cc2)CC1 (configuration not stated)
-14%,CC(C)(C)OC(=O)N1CCC(NC(=O)c2ncn(Cc3ccccc3)c2C(=O)NC2CCN(C(=O)OC(C)(C)C)CC2)CC1
-3%,Cc1ccc(NC(=O)CN(C)C(=O)COC(=O)c2oc3ccccc3c2C)cc1
31%[activator],COc1ccccc1CC(=O)NNC(=O)CN(C)S(=O)(=O)c1ccc(Cl)cc1
7%,COc1ccc(/C=C/C(=O)OCC(=O)NC2CCCCCCC2)cc1
3%,CCn1c(SCC(=O)Nc2cccc(OC)c2)nc2c(c1=O)SCC2
4%,CCSc1ccc([C@@H]2[C@@H]3C(=O)N(CC)C(=O)[C@@H]3[C@]3(C(=O)OC)CCCN23)cc1
-2%,COc1ccc(C(=O)NC2CCCN(Cc3ccc(Cl)cc3)C2)c(OC)c1 (configuration not stated)
-3%,CC(C)(C)CN1CCN(Cc2c[nH]c3ccccc23)CC1CCO (configuration not stated)
8%,Cc1ccc(OCCNC(=O)c2cccc(S(=O)(=O)N3CCN(C)CC3)c2)cc1
-2%,O=C(c1cc(Cl)nc2ccccc12)N(Cc1nnc(-c2ccc(Cl)cc2)o1)C1CC1
23%,CCOc1ncccc1C(=O)OCC(=O)Nc1ccc2c(c1)CCC2
-3%,Cc1ccc(NC(=O)C2=CN3CCS(=O)(=O)N=C3C=C2)cc1
-6%,NNC(=O)Cn1c(-c2ccccc2)cc2ccccc21
-3%,COc1ccccc1/C=C/C(=O)OCC(=O)NC1CCS(=O)(=O)C1 (configuration not stated)
10%,c1ccc2cc(C3CCCCC3)ncc2c1
-1%,Cc1ccc(C)c(S(=O)(=O)N2CCN(c3ncnc4sccc34)CC2)c1
-5%,O=C(N[C@H]1C/C=C\C[C@@H](CC(=O)N(CCO)Cc2ccccc2)C(=O)NC[C@H](c2ccccc2)OC1=O)OCC1c2ccccc2-c2ccccc21
-11%,COc1ccc2sc(N(CCCN(C)C)C(=O)c3ccc(S(=O)(=O)N(C)Cc4ccccc4)cc3)nc2c1
-7%,O=C(NCc1ccccc1Br)c1cccc2c1C(=O)c1ccc(N3CCOCC3)cc1S2(=O)=O
3%,Cc1ccc2nc(SCC(=O)Nc3ccccc3F)nc(=O)n2c1
-2%,CCOC(=O)c1sc(NC(=O)C2CSC3(C)CCC(=O)N23)nc1C (configuration not stated)
1%,Cc1ccc(NC(=O)c2ccc3c(c2)OCCO3)nc1
-10%,COc1cc(N)c(Cl)cc1C(=O)OCC(=O)N1c2ccccc2NC(=O)C1(C)C
1%,O=C1C(=O)N(CCO)C(c2ccc(Br)cc2)/C1=C(\O)c1ccccc1 (configuration not stated)
4%,Cc1ccc(S(C)(=O)=O)cc1C(=O)OCC(=O)N1CCCC1=O
-9%,O=S(=O)(c1ccccc1)c1nc(-c2ccccc2Cl)oc1NCCCN1CCOCC1
-9%,CCC(C)CCN1C(N(C)C)=NC[C@@H]1Cc1ccccc1 (some centres not stated)

Further structures.
L3MBTL1 block,SMILES
11%,CC(=O)c1ccc(OCCCC(=O)Nc2ccc(C)c(S(=O)(=O)N3CCOCC3)c2)cc1
11%,CC(=O)Nc1ccc(C(=O)OCC(=O)N2CCCC2=O)cc1
-2%,COc1ccc(N2CCN(CC(=O)Nc3nc(C)cs3)CC2)cc1
7%,CCCCN(C(=O)c1ccc(COc2ccccc2)o1)c1c(N)n(CC(C)C)c(=O)[nH]c1=O
5%,Cc1ccc(NC(=O)COC(=O)C2CC2)cc1Cl
23%,COc1ccc(S(=O)(=O)N2CCOC2CNC(=O)C(=O)NCCc2ccc(S(N)(=O)=O)cc2)cc1 (configuration not stated)
1%,O=C(C1CC(=O)N(c2ccc3c(c2)OCCO3)C1)N1CCN(Cc2ccccc2)CC1 (configuration not stated)
2%,CCOc1ccc(CCNC(=O)CCc2nnc3ccc(N4CCOCC4)nn23)cc1OCC
-30%,CCOc1ccc(CNc2ccc(N3CCN(Cc4ccccc4)CC3)cc2)cc1
-4%,Cc1ccccc1NC(=O)Cc1nc(-c2c[nH]c(C(=O)N3CCCC3)c2)cs1
17%,CCC(C)CCN1C(Nc2ccccc2)=NC[C@@H]1CC(C)C (some centres not stated)
-1%,CCCCCC(=O)Nc1cccc(S(=O)(=O)NC2=NCCCCC2)c1
0%,COc1ccc2c(C)c(CCC(=O)NC3CC3)c(=O)oc2c1
-30%,CSc1cccc(Nc2ccc(S(=O)(=O)N3CCOCC3)cc2[N+](=O)[O-])c1
-4%,Cc1ccc(N=C2C(=O)Nc3c(C)cccc32)cc1
-2%,O=C(CSc1ccccn1)Nc1ccc2[nH]c(=O)[nH]c2c1
7%,CC(C)NC(=O)N(C)C[C@H]1Oc2ccc(NS(=O)(=O)c3cccs3)cc2C(=O)N([C@H](C)CO)C[C@@H]1C
-2%,Nc1nc2nc[nH]c2c(=O)[nH]1
9%,Nc1ncnc2c1ncn2[C@@H]1O[C@H](CNCC(O)CO)[C@@H](O)[C@H]1O (some centres not stated)
-5%,O=C(Nc1cccc(S(=O)(=O)N2CCCCC2)c1)c1ccc(Cl)nc1
-6%,CC1CN(C(=O)c2cc(S(=O)(=O)N3CCN(c4ccccc4)CC3)ccc2Cl)CC(C)O1 (configuration not stated)
5%,Cc1noc(C)c1COc1ccccc1C(=O)N(C)Cc1ccc(C(C)(C)C)cc1
8%,O=C1CCc2cc(NS(=O)(=O)c3ccc(F)cc3)cc3c2N1CC3
-4%,COCCNC(=O)CN(C(=O)CCC(=O)Nc1ccccn1)c1ccc(C)cc1C
13%,Cc1ccc(C(C)C)c(OCCCN2CCc3ccccc3C2)c1
4%,Cc1ccc(S(=O)(=O)N2CCOCC2)cc1NC(=O)Cn1nc(C)c([N+](=O)[O-])c1C
-5%,COc1ccc2[nH]c3c(c2c1)CCN1C(=O)C(CC(=O)NCCCN(C)C)C[C@H](C(=O)N2CCOCC2)[C@@]31CCC1CCCC1 (some centres not stated)
3%,O=C(O)Cn1c(Cc2ccccc2)nc2ccccc21
23%,COC(=O)c1cc(C)sc1NC(=O)CCc1ccccc1
1%,O=C(CN1C(=O)NC(c2ccccc2)(c2ccccc2)C1=O)NCCc1ccc(F)cc1

Next results follow:
L3MBTL1 block,SMILES
-13%,CN(CC(=O)Nc1ccccc1C(F)(F)F)C(=O)CCc1nc2ccccc2c(=O)[nH]1
13%,O=C(C#Cc1ccccc1)Nc1ccc(F)cc1
-3%,COc1ccc(C)cc1S(=O)(=O)n1c([N+](=O)[O-])cnc1C
3%,Cc1cc(C)c(NC(=O)CSc2cccc[n+]2[O-])c(C)c1
13%,COc1cccc(CC(=O)OCC(=O)c2cc(OC)ccc2OC)c1
-1%,Cc1ccc(NC(=O)c2cc(S(=O)(=O)N3CCc4ccccc43)cn2C)cc1C
-3%,CCOc1ccc(CCNC(=O)Cc2ccc(S(=O)(=O)N3CCOCC3)s2)cc1OCC
-1%,Cc1ccc(S(=O)(=O)N2CCC(C(=O)OC(C)C(=O)NC3CCCCC3C)CC2)cc1C (configuration not stated)
-6%,CN(C(=O)c1ccc(Oc2ccc([N+](=O)[O-])cc2)cc1)C1CCCCC1
-4%,O=C(NCC1COc2ccccc2O1)c1cccc(S(=O)(=O)NCc2ccccc2)c1 (configuration not stated)
-4%,O=C(O)Cn1cnc2c(OCc3ccccc3)ncnc21
-4%,CC1CCCC(C)N1C(=O)CN1C(=O)NC2(CCOc3ccccc32)C1=O (configuration not stated)
-5%,O=C(CSc1nnc2ccccn12)Nc1ccc(N2CCOCC2)cc1
-13%,C(#Cc1ccc2c(c1)COc1c3ccccc3nn1-2)c1ccccc1
1%,COc1ccc(NC(=O)c2ccco2)cc1NC(=O)COc1ccccc1[N+](=O)[O-]
-6%[2.29 µM],Cc1cc(C(=O)Nc2ccccc2C)c2ccccc2n1
-4%,O=C1CCN(CCc2ccccc2)CCN1[C@H](CSc1ccccc1)c1ccccc1
-4%,COc1cc(CN2CCC(C(=O)NCCC(C)C)CC2)ccc1OCc1ccccc1
5%,CCCCc1nnc(NC(=O)c2ccc(N3CCCC3=O)cc2)s1
-7%,COC(=O)c1ccc(CN2CCCC(C(=O)c3ccccc3OC)C2)cc1 (configuration not stated)
5%,O=C(COC(=O)Cc1ccc([N+](=O)[O-])cc1)NC1CCCCCC1
2%,COc1ccc(NC(=O)NCCN2CCCCC2)cc1
-3%,Cc1ccnc2nc(C(=O)OCC(=O)NCc3cccc(Cl)c3)nn12
7%,Cc1nc2c(C)cccn2c(=O)c1NC(=O)c1ccco1
1%,COc1ccc(-c2n[nH]c(=S)n2-c2ccc(Br)cc2)cc1OC
8%,OCCNc1nc(N2CCCCC2)nc2ccccc12
1%,NS(=O)(=O)c1ccc(N2CCOCC2)c(C(=O)NCc2cccs2)c1
-1%,CN(C(=O)COC(=O)c1cccc(Cl)c1)C1CCS(=O)(=O)C1 (configuration not stated)
2%,O=C(Cn1[nH]c(=O)c2ccccc2c1=O)OCC(=O)c1ccccc1Cl
-5%,O=C(NC1CCN(Cc2ccccc2)CC1)c1ccc(Cl)cc1Cl
8%,Cc1ccc(C(=O)N(C)Cc2nc3ccccc3c(=O)[nH]2)cc1NC(=O)c1ccco1
63%[activator],COCc1cccc(C2=CC(=O)C[C@H](c3ccc(F)cc3)C2)c1
